AmpC no deterg = qHTS Inhibitors of AmpC Beta-Lactamase (assay without detergent). P00811. AmpC nitrocefin hydrolysis, absorbance 480 nm, 0.0001% Triton. Potency, µM (series often up to 57.1 µM), without a hit: top-dose activity change, negative = inhibition, actives largely listed as inhibitors. actives 0.52% (n = 330,000);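 also: potency is read from the fitted curve at half-maximal effect; plate controls were no compound for no effect and no enzyme for full effect; nearly all actives have a fitted effect of over 20% in size; some results filed as inactive show a strong effect at the top dose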
Target sequence (P00811 whole entry, looked up): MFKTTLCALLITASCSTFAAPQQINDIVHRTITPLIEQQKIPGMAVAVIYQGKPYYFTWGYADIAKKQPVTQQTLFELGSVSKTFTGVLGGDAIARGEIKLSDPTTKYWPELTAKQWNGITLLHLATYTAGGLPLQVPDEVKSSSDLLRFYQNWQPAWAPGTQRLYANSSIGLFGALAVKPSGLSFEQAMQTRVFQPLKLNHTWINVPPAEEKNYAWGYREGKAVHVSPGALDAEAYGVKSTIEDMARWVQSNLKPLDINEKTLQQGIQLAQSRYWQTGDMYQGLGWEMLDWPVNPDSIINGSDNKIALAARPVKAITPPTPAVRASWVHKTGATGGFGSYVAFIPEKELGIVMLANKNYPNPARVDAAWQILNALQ
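20 mM phosphate pH 7.0 + 0.01% (detergent screen) or 0.0001% Triton X-100; 5.3 nM AmpC reagent; cpd preinc 15 min RT; nitrocefin (800 uM stock) to start; A480 q20 s × 4 min; Activity was normalised to no-enzyme and no-compound control wells.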
FBPA Giardia inh = qHTS Assay for Inhibitors of Fructose-1,6-bisphosphate Aldolase from Giardia Lamblia. purified Giardia FBPA. AID 2451, 2010. Potency, µM (titrated, usually from 59.6 µM), without a hit: at the highest dose activity, negative = inhibition, hits mostly inhibitors. actives 0.71% (n = 290,000). A8B2U2; also: potency is read from the fitted curve at half-maximal effect; nearly all actives have a fitted effect of over 55% in size
Target sequence (A8B2U2 whole entry, looked up): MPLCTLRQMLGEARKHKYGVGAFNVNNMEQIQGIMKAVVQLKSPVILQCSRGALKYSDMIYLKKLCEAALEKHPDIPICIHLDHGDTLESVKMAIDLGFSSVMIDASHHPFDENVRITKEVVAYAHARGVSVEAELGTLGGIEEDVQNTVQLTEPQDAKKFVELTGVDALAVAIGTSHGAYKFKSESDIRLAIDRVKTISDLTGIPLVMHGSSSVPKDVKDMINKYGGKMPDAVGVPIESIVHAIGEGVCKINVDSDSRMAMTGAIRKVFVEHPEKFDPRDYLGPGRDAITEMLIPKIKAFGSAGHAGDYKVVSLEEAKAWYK
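Giardia FBPA (40 nM reagent) was preincubated 10 min at RT with compound (up to 57.5 uM final), then substrate plus GAPDH/TPI/NAD/arsenate coupling system with diaphorase/resazurin was added; resorufin fluorescence (525/598 nm) was read after 20 min.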
AMA1-RON2 inh = qHTS for Inhibitors of AMA1-RON; Towards Development of Antimalarial Drug Lead: Primary Screen | Plasmodium falciparum AMA1 (3D7) - RON2 peptide interaction | AlphaScreen AMA1-biotinylated RON2 peptide binding | Potency, µM (titrated, usually from 58.2 µM), without a hit: at the top dose activity change, negative = inhibition, hits mostly inhibitors | actives 0.2% (n = 360,000);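 also: potency is read from the fitted curve at half-maximal effect; 0% = vehicle wells and -100% = peptide control; nearly all actives have a fitted effect of over 45% in size; some results filed as inactive show a strong effect at the top dose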
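AMA1 (3D7) with his tag at 25 nM final met compounds first, then biotinylated RON2 peptide at 25 nM; detection used donor plus acceptor beads, 10 µg/mL apiece, read by AlphaScreen after 30 min at room temperature.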
AmpC inh detg = qHTS Inhibitors of AmpC Beta-Lactamase (assay with detergent); P00811; AmpC hydrolysis of nitrocefin, absorbance 480 nm, 0.01% Triton; Potency, µM (titrated, usually from 114 µM), for the others: at the highest dose activity change, negative = inhibition, most hits filed as inhibitors; actives 0.041% (n = 370,000); AID 485294, 2010;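 also: potency is read from the fitted curve at half-maximal effect; 0% = no-compound wells and -100% = no-enzyme wells; nearly all actives have a fitted effect of over 25% in size; some results filed as inactive show a strong effect at the top dose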
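AmpC (5.3 nM in the dispensed reagent) in 20 mM phosphate pH 7.0 with 0.01% (detergent screen) or 0.0001% Triton X-100 was preincubated with compounds for 15 min at room temperature. Nitrocefin was then added from an 800 uM solution, and hydrolysis was followed at 480 nm.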
Sm TGR inh = qHTS Assay for the Inhibitors of Schistosoma Mansoni Peroxiredoxins | Potency, µM (highest dose often 114 µM), inactives show at the highest dose activity change, negative = inhibition, hits mostly inhibitors | Schistosoma mansoni thioredoxin glutathione reductase (TGR), Q962Y6 | purified TGR, DTNB reduction, TNB absorbance 405 nm | actives 3% (n = 360,000); also: potency is read from the fitted curve at half-maximal effect; nearly all actives have a fitted effect of over 60% in size
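TGR 20 nM + NADPH 100 uM (dispensed conc.), cpd preinc 15 min RT; start with NADPH (500 uM addition) then DTNB (15 mM addition). Kinetic TNB absorbance, 405 nm filter. Four-parameter Hill fit across titration.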
HCMV inh = qHTS Assay for inhibitors of the human cytomegalovirus (HCMV); HFF cells, HCMV-luciferase reporter, 72 h; hits give low values; activity change, negative = inhibition, % at 57.5 µM; actives 4.5% (n = 410,000); AID 1259415, 2018; in the data active = activity change below about -60%; inconclusive = no clear call, values can overlap the other calls; inactive = above about -39%
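Screen run at 2 compound doses on HFFs infected with reporter HCMV, MOI 1 PFU/cell. Luciferase activity from cell lysates at 72 h post infection gave inhibition relative to buffer-only and Salinomycin wells.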
The depositor's hits bear a star; ? = inconclusive; . = not tested or not shown; & = joins results of further samples; [ ] = remark or other dose. Unless noted, calls follow the shape of the dose curve; as a rule, active = well fitted curve in the direction sought with a large enough effect; inconclusive = small, poorly fitted or top-dose-only effect, or another doubt; inactive = no such curve, though single readings can be large; an effect the other way counts as inactive or inconclusive. Unless noted, % is scaled to controls: 0 for no effect and ±100 for the full control effect.

entry | SMILES | AMA1-RON2 inh | AmpC no deterg | AmpC inh detg | HCMV inh | FBPA Giardia inh | Sm TGR inh
1 | Cc1ccccc1NCc1nc2ccccc2n1C | 9% | -11% | -4% | 96 | 11% | 0%
2 | Cc1cccc(C)c1NC(=O)CNC(=O)C(C)N1CCN(c2cccc(Cl)c2)CC1 (stereo unspecified) | 18% | 159%[activator] | 3% | -37 | . | -2%
3 | COc1ccc(C2C(C#N)=C(N)N(c3ncn[nH]3)C3=C2C(=O)CCC3)cc1 (stereo unspecified) | 3% | -19% | -1% | -36 | ? | 1%
4 | O=S(=O)(c1ccccc1)N1CCN(Cc2ccccc2)CC1 | -2% | -7% | -15% | -5 | -5% | -7%
5 | CCN(CC)S(=O)(=O)c1ccc(NC(=O)[C@H](CCSC)N2Cc3ccccc3C2=O)cc1 | . | . | 4% | -26 | . | 8%
6 | CCCCC(O)(c1ccc(CC)cc1)C(CN1CCOCC1)c1ccccc1 (stereo unspecified) | -8% | 178%[activator] | 1% | -71* | -10% | 2%
7 | O=C(CSc1nnc(COc2ccccc2Cl)o1)NC(=O)NCc1ccco1 | 16% | -38% | 5% | -25 | -14% | -33%
8 | COc1ccc(/C=N/NC(=O)c2ccc(NC(=O)c3cccc([N+](=O)[O-])c3)cc2)c(C(=O)O)c1OC | 7% | -44% | -6% | 33 | -6% | -16%
9 | O/N=C/c1cc(Br)ccc1OCc1cccc(F)c1 | -2% | -51% | -2% | 22 | 0% | -9%
10 | CCCNC(=O)N1CCCC(C(=O)c2cccc(Cl)c2)C1 (stereo unspecified) | 6% | -5% | 3% | -2 | 6% | 0%
11 | Cc1ccc(NC(=S)N(CCCN2CCC(C)CC2)Cc2ccco2)cc1 | 0% | -14% | -9% | 27 | -1% | -1%
12 | c1ccc2c(c1)Cn1nnnc1-2 | 9% | -1% | ? | -17 | 2% | 5%
13 | CCN1CCN(Cc2ccc(NC(=O)c3cc(NC(=O)C(=O)c4c[nH]c5ccccc45)cc(OC)c3)cc2C(F)(F)F)CC1 | ? | 123%[activator] | -5% | -101* | 0% | -19%
14 | O=[N+]([O-])c1ccc(N2CCN(C(=S)Nc3ccc(F)cc3F)CC2)cc1 | 0% | -3%[2.29 µM] | 0% | 1 | -7% | -2%
15 | CCOC(=O)c1ccc(NC(=O)c2nc[nH]c2C(=O)N2CCN(C(=O)OC(C)(C)C)CC2)cc1 | . | 5% | -7% | ? | -19% | 5%
16 | Cc1ccc(C)c(Nc2nn3c(=O)c4ccc(C(=O)NCc5cccs5)cc4nc3s2)c1 | . | . | -1% | -99* | . | 2%
17 | Clc1cnc(Oc2ccc(Oc3ncc(Cl)cc3Cl)cc2)c(Cl)c1 | 1% | -29% | 2% | -24 | -1%&0% | -1%
18 | CC(=O)Nc1ccc(C(=O)OCC(=O)N2CCCC2=O)cc1 | 7% | -12% | . | -26 | . | .
19 | O=C1Oc2ccccc2C2(O)C3CCCCCC3C12 (stereo unspecified) | 8% | -15% | 2% | 30 | 2% | 4%
20 | O=C(CSc1cccc[n+]1[O-])Nc1cc(Cl)ccc1[N+](=O)[O-] | 16% | -16% | . | -11 | . | .
21 | Cc1ccccc1NCc1ccc([N+](=O)[O-])s1 | -26% | -23% | -8% | -15 | -28% | -6%
22 | COc1c2c(cc3c1C(CC(O)Cc1ccccc1)N(C)CC3)OCO2 (stereo unspecified) | -2% | 8% | -11% | 29 | -14% | 2%
23 | NS(=O)(=O)c1ccc(CCNC(=O)c2ccc(Cl)s2)cc1 | 2% | -18% | 2% | 23 | -4% | ?
24 | COc1cc(NC(=O)C2CC(=O)NC3=C2C(=O)CCC3)c(OC)cc1Cl (stereo unspecified) | 11% | 2% | -14% | 50 | 0% | 0%
25 | C[C@H](NC(=O)c1ccccc1Cl)C(=O)OCCOc1ccc(Cl)cc1 | 12% | 0% | -3% | -32 | 4% | 1%

(continued)
entry | SMILES | AMA1-RON2 inh | AmpC no deterg | AmpC inh detg | HCMV inh | FBPA Giardia inh | Sm TGR inh
26 | Cc1ccc(Nc2nc(Oc3ccc(OCc4ccccc4)nn3)nc(N3CCOCC3)n2)cc1 | -4% | -21% | ? | 35 | -7% | -1%
27 | CC(C)(C)NC(=O)NC(=O)COC(=O)CNS(=O)(=O)/C=C/c1ccccc1 | -3% | -45% | -5% | -21 | 0% | -1%
28 | COc1ccc(N(CC(=O)NC2CC2)S(=O)(=O)c2ccccc2)cc1 | 5% | -10% | -3% | -1 | 5% | -2%
29 | O=C(Nc1ccc(-n2cccc2)cc1)C1CC1 | -20% | -14% | ? | 16 | -3% | -2%
30 | CSc1ccccc1NC(=O)Nc1cccc(Cl)c1 | -2% | -31% | -6% | -16 | 8% | -23%
31 | COc1ccc(C(C)=O)cc1CSc1nc2ccccc2o1 | 9% | 9% | 2% | 16 | -13% | -13%
32 | COc1ccc(N2CC(C(=O)OCC(=O)Nc3cc(C)on3)CC2=O)cc1 (stereo unspecified) | -10% | -16% | 6% | -3 | 11% | 8%
33 | Cc1ccc(C(=O)NCCn2cc(SCC(=O)N3CCOCC3)c3ccccc32)cc1 | 8% | 39% | ? | -63* | -1% | 0%
34 | O=S(=O)(Nc1ccc(Cl)cc1)c1ccc2c(c1)CCO2 | -2% | -31% | 1% | 3 | -1% | 11%
35 | O=C(COc1ccc([N+](=O)[O-])cc1Cl)N1CCOCC1 | -2% | -3% | -8% | ? | -2% | 8%
36 | Cc1cc(C)nc(/N=C(\N)N2CCc3ccccc32)n1 | 0% | -8% | -2% | -10 | 11% | -33%
37 | CCn1c(C)[n+](CC)c2ccc(S(=O)(=O)N(C)C)cc21 | 8% | -3% | -1% | -18 | 0% | .
38 | O=C(Nc1cccn(Cc2c(F)cccc2Cl)c1=O)NC1CCCCC1 | -6% | -46% | -6% | ? | ? | -29%
39 | O=C(O)C(Oc1ccc2c(c1)oc(=O)c1ccccc12)c1ccccc1 (stereo unspecified) | -5% | -22% | 4% | -1 | 24% | 1%
40 | O=C(Nc1cc(Cl)ccc1-n1cncn1)C1CC1 | 0% | -9% | -6% | 1 | . | 3%
41 | COCC1CCCN(Cc2nc(C(c3ccccc3)c3ccccc3)no2)C1 (stereo unspecified) | -25% | 196%[activator] | -2% | 0 | 2% | 1%
42 | CN(CCNC(=O)c1cn(C)c2ccc(S(=O)(=O)N(C)C)cc2c1=O)CCc1ccccc1 | 4% | 43% | ? | -10 | 5% | 5%
43 | Cc1nc(SCC(=O)NC2CCS(=O)(=O)C2)c(C#N)c(C)c1C (stereo unspecified) | 3% | -8% | -16% | -24 | . | -4%
44 | O=C(CSc1nnc(-c2ccccc2O)o1)NC1CCCCC1 | 92%[activator] | -16% | -6% | ? | 17% | -3%
45 | COc1ccccc1-n1ccnc(SCC(=O)NCc2ccccc2)c1=O | 12% | 7% | -15% | -1 | . | -34%
46 | O=C(/C=C/c1ccccc1)N(Cc1ccc(Cl)cc1)C1CCS(=O)(=O)C1 (stereo unspecified) | 6% | 68%[activator] | 0% | 4 | -1% | 0%
47 | Cc1ccc(Oc2ccccc2NC(=O)CN2C(=O)NC3(CCCC3)C2=O)cc1 | -2% | 30% | 3% | -106* | . | -8%
48 | O=C(CCSc1ccc(F)cc1)Nc1ccc(-n2cnnn2)cc1 | ? | -31% | ? | 4 | 2% | -6%
49 | Cc1ccc(C(=O)CSC2=NC(N)=C(C#N)C3(CCCCC3)C2C(N)=O)cc1 (stereo unspecified) | 14% | -26% | -8% | -20 | -8% | 0%
50 | COc1cccc(-n2c(=O)c3c4c(sc3n(Cc3ccccc3C#N)c2=O)CCCC4)c1 | . | . | 22% | 2 | . | 10%

Continued.
entry | SMILES | AMA1-RON2 inh | AmpC no deterg | AmpC inh detg | HCMV inh | FBPA Giardia inh | Sm TGR inh
51 | O=C(CCCN1C(=O)c2ccccc2C1=O)Nc1ccccc1 | 11% | -6% | -1% | 48 | 2% | -6%
52 | COc1ccc(/C=C2\Oc3cc(OCC(=O)N4CC(O)C[C@H]4C(=O)O)ccc3C2=O)c(OC)c1OC (stereo partly specified) | 0% | 3% | -16% | 42 | -19% | ?
53 | CCCNc1ccc(S(=O)(=O)N(C(C)C)C(C)C)cn1 | -3% | -14% | -2% | 63 | 0% | -14%
54 | NC1=NC(=O)/C(=C/c2ccsc2)S1 | 6% | -24% | -1% | -24 | 0% | 25%
55 | O=C(Nc1ccnc(-c2cccnc2)n1)c1ccc(Cl)cc1 | 1% | -17% | -14% | 15 | 1% | -28%
56 | NC(=O)CC(NC(=O)Cc1ccc(Br)cc1)c1ccc(N2CCC(N3CCCCC3)CC2)c([N+](=O)[O-])c1 (stereo unspecified) | 7% | 34% | 0% | -24 | 1% | 3%
57 | CC(C)CCn1c(=O)c2c(nc3n2CCCN3Cc2ccccc2)n(C)c1=O | -20% | -6% | ? | -22 | 4% | 0%
58 | Cc1ccc(Nc2cc(=O)[nH]c(=O)[nH]2)cc1C | 1% | -17% | 2%&10% | -39&-24 | -3% | -1%&4%
59 | CCc1ccccc1N(C)C(=O)c1cc2c(Cl)nc3ccc(C)cc3c2s1 | . | . | 10% | -10 | . | -2%
60 | Cc1noc(C)c1S(=O)(=O)Nc1cccc(CO)c1 | 18% | -9% | -3% | -12 | . | -15%
61 | O=C(NC(=S)N1CCCCC1c1cccnc1)c1ccc(Br)cc1 (stereo unspecified) | 13% | -56% | -13% | 0 | -22% | -21%
62 | C=CCN=C1CCCc2c1[nH]c1ccc(C)cc21 | -10% | -1% | 3% | 20 | -11% | 0%
63 | O=C(Nc1ccccc1)Nc1ccc(Cl)c([N+](=O)[O-])c1 | 3% | -18% | 3% | ? | -1% | 2%
64 | CCOC(=O)c1ccc(NC(=O)c2cc3c(C)nn(-c4ccccc4Cl)c3s2)s1 | -3% | -23% | ? | ? | 3% | -1%
65 | COc1ccc(Nc2ncc(C(=O)Nc3cccc(OC)c3)c3ccccc23)cc1 | . | . | 6% | 21 | . | 21%
66 | CCn1c(=O)c(=O)[nH]c2cc(C(=O)NCc3ccc(F)cc3)ccc21 | 0% | -12% | -3% | -23 | -4% | -11%
67 | Cc1ccc(S(=O)(=O)CCC(=O)OCC(=O)Nc2cc(C)on2)cc1 | -3% | -2% | -5% | 31 | 2% | -9%
68 | OC(COc1ccc(F)cc1)CN1CCN(CC(O)COc2ccc(F)cc2)CC1 (stereo unspecified) | -1% | -2% | ? | 5 | 8% | -5%
69 | Cc1ccc(-c2noc(-c3ccccc3C(=O)N3CCN(C)CC3)n2)cc1 | 1% | 77%[activator] | ? | 64 | 7% | -24%

An excerpt from above, showing only Sm TGR inh, AmpC inh detg and HCMV inh:
nr	Compound	Sm TGR inh	AmpC inh detg	HCMV inh
60	Cc1noc(C)c1S(=O)(=O)Nc1cccc(CO)c1	-15%	-3%	-12
53	CCCNc1ccc(S(=O)(=O)N(C(C)C)C(C)C)cn1	-14%	-2%	63
